High-throughput results deposited in PubChem by National Center for Advancing Translational Sciences (NCATS).
GAA spleen mod – inhibits or activates alpha-glucosidase in human spleen homogenate; human spleen homogenate, 4-MU-alpha-glucoside fluorescence; hit rate 0.006% among 240,000; P10253; Potency, µM (doses to about 79.9 µM), inactives show at the top dose activity change, negative = inhibition, most hits filed as inhibitors;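 note: 0% = enzyme with vehicle and -100% = no enzyme basal signal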
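AC50 values come from Hill-equation fits of concentration-response data, normalized to no-enzyme and full-activity controls. Enzyme source: 1 ug human spleen homogenate; 1 mM fluorogenic 4-MU glucoside, pH 5.0 citrate buffer, 37 C, 40 min.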
ALDH1A1 block – inhibitors of human aldehyde dehydrogenase 1A1; Potency, µM (highest dose often 75.3 µM), without a hit: at the highest dose activity, negative = inhibition, usual class: inhibitors; P00352; Purified ALDH1A1, NADH fluorescence, propionaldehyde substrate; hit rate 7.3% among 220,000; active = well fitted inhibition curve with a large enough effect, not every such curve was filed as active; inconclusive = small, poorly fitted or top-dose-only effect, or another doubt; inactive = no such curve, though single readings can be large or run the other way;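 note: plate controls were no enzyme wells and a reference inhibitor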
Target sequence (P00352 whole entry, looked up): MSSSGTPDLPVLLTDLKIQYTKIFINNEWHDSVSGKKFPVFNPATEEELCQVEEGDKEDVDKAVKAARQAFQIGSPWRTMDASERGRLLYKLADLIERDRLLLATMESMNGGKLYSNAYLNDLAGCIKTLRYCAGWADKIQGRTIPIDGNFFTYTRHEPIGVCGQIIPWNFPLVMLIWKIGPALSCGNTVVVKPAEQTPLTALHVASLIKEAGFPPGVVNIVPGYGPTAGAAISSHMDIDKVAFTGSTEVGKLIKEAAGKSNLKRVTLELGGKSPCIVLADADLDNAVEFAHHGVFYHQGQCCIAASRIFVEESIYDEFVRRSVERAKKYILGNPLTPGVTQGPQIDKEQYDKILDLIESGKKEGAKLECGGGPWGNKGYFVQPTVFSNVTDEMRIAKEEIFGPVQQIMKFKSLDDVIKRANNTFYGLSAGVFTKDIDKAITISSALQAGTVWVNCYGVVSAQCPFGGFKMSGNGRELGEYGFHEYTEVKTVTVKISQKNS
GAA inhib – blocks human lysosomal alpha-glucosidase. P10253. purified human GAA, 4-MU-alpha-glucoside fluorescence. Potency, µM (titrated, usually from 76.9 µM), for inactives: top-dose activity change, negative = inhibition, usual class: inhibitors. hit rate 0.005% among 200,000;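 note: plate controls were uninhibited enzyme wells for no effect and no-enzyme background for full effect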
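Endpoint fluorogenic read: 20 min room-temperature reaction of 4 nM human alpha-glucosidase with 400 uM 4-methylumbelliferyl-alpha-D-pyranoside, pH 5.0, quenched with 1M NaOH/1M glycine pH 10. AC50 from Hill modeling.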
NPSR antagonist – blocks cAMP signaling of the human neuropeptide S receptor; Q6W5P4; AID 1461; hit rate 1% among 220,000; Potency, µM (top dose mostly 38.3 µM), for the others: top-dose activity change, negative = inhibition, usual class: inhibitors; CHO-NPSR cells, cAMP TR-FRET, antagonist mode; note: % is set by controls: 0 for no effect and ±100 for the full control effect; nearly all actives have a fitted effect of over 50% in size; many of its hits are not listed in these tables
Target sequence (Q6W5P4 whole entry, looked up): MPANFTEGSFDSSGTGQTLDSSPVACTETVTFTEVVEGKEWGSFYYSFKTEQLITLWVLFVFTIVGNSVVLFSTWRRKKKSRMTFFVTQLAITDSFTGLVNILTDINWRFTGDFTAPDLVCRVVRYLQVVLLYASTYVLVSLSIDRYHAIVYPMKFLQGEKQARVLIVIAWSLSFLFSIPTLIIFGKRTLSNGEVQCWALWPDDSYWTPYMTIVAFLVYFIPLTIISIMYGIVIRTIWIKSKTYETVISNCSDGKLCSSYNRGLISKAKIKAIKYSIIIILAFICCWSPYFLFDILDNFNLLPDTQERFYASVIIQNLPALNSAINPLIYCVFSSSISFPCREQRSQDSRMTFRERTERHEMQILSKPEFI
aGal spleen mod – alpha-galactosidase A (human) modulation. P06280. human spleen homogenate, 4MU-alpha-Gal fluorescence, 40 min. Potency, µM (top dose mostly 80 µM), inactives show at the top dose activity change, negative = inhibition, actives largely listed as inhibitors. hit rate 0.008% among 240,000;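 note: 0% = enzyme with vehicle and -100% = no enzyme basal signal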
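Human spleen homogenate (1 ug) was the enzyme source, with 4-methylumbelliferyl-alpha-D-galactopyranoside (1 mM final) in pH 5.0 citrate buffer with 0.01% Tween-20. Compounds were titrated; after 40 min at 37C, NaOH/glycine stop, 4-MU fluorescence read; AC50 from Hill fits.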
GAA glycogen – inhibitors or activators of human alpha-glucosidase glycogen cleavage; P10253; recombinant GAA, glycogen substrate, Amplex Red glucose oxidase fluorescence; Potency, µM (highest dose often 76.4 µM), inactives show at the highest dose activity change, negative = inhibition, hits mostly inhibitors; hit rate 0.38% among 300,000; AID 2100;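 note: 0% = full enzyme reaction and -100% = no-enzyme basal signal; the screen sought inhibitors and activators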
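qHTS, 1536-well; enzyme 4 nM final; cpd up to 77 uM; substrate bovine liver glycogen 30 ug; 50 mM citrate/phosphate pH 5.0, 0.01% Tween-20; 37 C, 40 min; Amplex Red detection 45 min RT; Hill fit → AC50.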
Tau fluor counter – counter-screen for tau fibril formation inhibitors. hit rate 0.93% among 280,000. tau K18 P301L Alexa594 fluorescence, heparin fibrillization. AID 1463. Potency, µM (series often up to 57.7 µM), for the others: at the highest dose activity change, negative = decrease; note: % is set by controls: 0 for no effect and ±100 for the full control effect; nearly all actives have a fitted effect of over 55% in size
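Human tau K18 P301L (15 uM unlabeled, 0.24 uM Alexa 594-labeled) in 100 mM sodium acetate pH 7 with 20 uM heparin, 6 hr at 37 C. ThT 30 uM added, 1 hr ambient; Alexa 594 FP and total fluorescence read at 555/632 nm.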
Epigenetic reg – epigenetic control regulation, reporter derepression. murine LDR cells, GFP reporter derepression, 30 h. Potency, µM (top dose mostly 53.9 µM), for inactives: at the top dose GFP activation, most hits filed as activators. hit rate 0.2% among 280,000. AID 1865; note: % of control where 0% means no effect; nearly all actives have a fitted effect of over 60% in size
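Derepression of a silenced CMV-GFP reporter in murine LDR cells is scored by enumerating GFP-positive cells with a laser-scanning microplate cytometer after 30 hours of treatment at 37 C.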
* hit, by the source's call; ? = inconclusive; · = no result given; [ ] = dose if it differs, or a comment. Unless noted, calls come from the whole dose curve; as a rule, active = well fitted curve in the direction sought with a large enough effect; inconclusive = small, poorly fitted or top-dose-only effect, or another doubt; inactive = no such curve, though single readings can be large; an effect the other way counts as inactive or inconclusive. Potency is the fitted concentration of half-maximal effect. A portion of the library. The share of hits here may be higher or lower than overall.

SMILES | GAA spleen mod | ALDH1A1 block | GAA inhib | NPSR antagonist | aGal spleen mod | GAA glycogen | Tau fluor counter | Epigenetic reg
O=C(CCCN1C(=O)CCC1=O)Nc1cccc(C(F)(F)F)c1 | 4.9% | 9.8% | -2.1% | 2.9%[46.1 µM] | 12.7% | -5.0% | 9.7% | -1.0%
COc1cccc(C2CC(c3ccc(Cl)cc3)Nc3nc(N)nn32)c1 (stereo unspecified) | 9.1% | 4.0% | 7.8% | -3.1% | 3.7% | -3.8% | 0.2% | -1.0%
O=C(NNC(=S)Nc1ccc(F)cc1)C1CC1c1ccc(Cl)cc1 (stereo unspecified) | 11.9% | 0.6% | 0.6% | 3.9% | 12.3% | ? | -1.4% | 1.9%
CC(=O)NC1C(Oc2ccc3c(C)cc(=O)oc3c2)OC(COC(C)=O)C(OC(C)=O)C1OC(C)=O (stereo unspecified) | · | ? | -3.6% | 9.2% | -17.3% | 3.3% | -5.4% | 0.0%
O=C(COC(=O)c1ccc(S(=O)(=O)N2CCCC2)cc1)NCc1ccco1 | 7.1% | · | · | 2.0% | 2.7% | 7.0% | -13.2% | -3.1%
Cc1ccc(NC(=O)COC(=O)c2cccnc2Cl)cc1S(=O)(=O)N1CCCCC1 | 0.2% | 0.5% | -2.5% | -4.5% | -1.7% | -3.2% | -16.6% | -6.9%
Cc1ccccc1Cn1ccc(NC(=O)c2nc3ncccn3n2)n1 | -5.5% | -2.4% | 5.2% | -6.1%[46.1 µM] | 0.3% | -3.2% | -4.6% | -1.0%
CC1=CN2C(=N)/C(=C/c3ccc([N+](=O)[O-])o3)C(=O)N=C2S1 | -6.7% | 3.55µM* | -3.6% | 12.6µM* | -20.5% | -16.5% | ? | ?
Nc1nc(CSC(=S)N2CCN(c3ccccc3)CC2)nc(Nc2ccc(F)cc2)n1 | -9.6% | 11.8% | 3.3% | -18.9% | -3.3% | -0.2% | -16.1% | -1.9%
COc1ccc(C(=O)OCC(=O)Nc2ccc(Cl)c(C(F)(F)F)c2)c(OC)c1OC | -9.1% | -2.0% | 2.2% | 8.0% | 4.3% | -16.1% | ? | 2.3%
CC(C)(C)C(=O)Nc1ccccc1C(=O)NCc1cccnc1 | 6.8% | · | · | 1.2% | 8.2% | 4.4% | -4.6% | 0.0%
Cc1ccc(NC(=O)Nc2ccc3c(c2)C(=O)OC3)cc1Cl | -4.6% | · | · | 20.4% | -0.9% | -4.0% | -10.7% | 1.1%
COc1cccc(OC)c1-c1nn(-c2ncc(C(F)(F)F)cc2Cl)c(=O)o1 | -1.6% | · | · | -0.9% | -0.3% | 2.6% | -19.6% | -1.1%
O=C(NC(Cc1c[nH]c2ccccc12)C(=O)OCC(=O)c1cccc2ccccc12)c1cccs1 (stereo unspecified) | -4.5% | -5.7% | -4.5% | -25.4% | -15.4% | -7.1% | ? | 0.0%
Cn1c(N/N=C\c2cccc(O)c2)cc(=O)n(C)c1=O | -3.2% | 1.4% | -9.0% | -13.1% | 3.9% | ? | -12.5% | -1.1%
O=C(CN(Cc1ccccc1)S(=O)(=O)c1ccccc1)N1CCOCC1 | -1.7% | -2.4% | 5.9% | -3.7%[46.1 µM] | 0.2% | 8.3% | -7.2% | 1.2%
Cc1ccc(N(CC(=O)NCc2cccnc2)S(C)(=O)=O)cc1C | -0.4% | -3.3% | -0.5% | -5.4%[46.1 µM] | 6.3% | 9.8% | 1.1% | 0.1%
CCC(C)(C)n1nnnc1C(c1ccc2ncccc2c1)N1CCN(Cc2ccc3c(c2)OCO3)CC1 (stereo unspecified) | -0.9% | 9.5% | -2.4% | 7.94µM* | 3.3% | 5.4% | -8.5% | 2.0%
CC(C)Cn1c(=S)[nH]c2cc(C(=O)O)ccc2c1=O | 1.3% | · | -2.8%[15.4 µM] | 16.5% | 8.2% | -3.5% | -0.1% | -2.1%
COc1cc(S(=O)(=O)NCCN2CCOCC2)c(OC)cc1Cl | 7.3% | -5.1% | -11.2% | 17.4%[46.1 µM] | 6.2% | 5.0% | 0.2% | 5.3%
CCc1ccc2nc(SCC(=O)Nc3nnc(C)s3)c(C)cc2c1 | -10.4% | 2.9% | 11.6% | -37.0% | 1.6% | 2.3% | 0.3% | 0.0%
CCC(=O)Nc1sc(C(=O)N2CCCCC2)c(C)c1C#N | -6.6% | ? | 0.4% | 4.5%[46.1 µM] | 2.4% | 4.9% | -1.8% | 0.0%
CCOCc1nnc(NC(=O)COC)s1 | -4.4% | ? | -1.5% | -14.4%[46.1 µM] | -0.9% | 10.4% | 11.0% | -2.5%
C/C(=N\NC(=O)c1ccc([N+](=O)[O-])cc1)c1cc2ccccc2oc1=O | -0.4% | 0.5% | -1.9% | -0.2%[46.1 µM] | 3.1% | -24.4% | -21.7% | 1.3%
CCOC(=O)c1c(NC(=O)COC(=O)CCS(=O)(=O)c2ccc(C)cc2)sc(C)c1C | -0.2% | ? | ? | -9.3% | -0.2% | -7.7% | -13.5% | 4.6%

SMILES | GAA spleen mod | ALDH1A1 block | GAA inhib | NPSR antagonist | aGal spleen mod | GAA glycogen | Tau fluor counter | Epigenetic reg
CCS(=O)(=O)c1ccc(S(=O)(=O)CC)s1 | -5.4% | -0.6% | 5.3% | 3.2%[46.1 µM] | 2.5% | 7.2% | 14.4% | 0.9%
O=C(Cc1ccc(F)cc1)NCC1CCCO1 (stereo unspecified) | -5.3% | -8.1% | ? | -10.4% | -7.9% | 14.4% | -7.8% | 1.1%
O=C(NCC(=O)N(Cc1cccs1)C(C(=O)NC1CCCCC1)c1ccncc1)c1ccco1 (stereo unspecified) | -13.4% | ? | -1.8% | -7.3%[46.1 µM] | 4.2% | ? | -5.0% | 1.2%
Cc1ccccc1/C=N/Nc1nc2ccccc2c(=O)n1O | -1.0% | · | · | -3.7% | 2.5% | 2.5% | -12.3% | -3.1%
N#C/C(=C\c1c(N2CCCCCC2)nc2ccccn2c1=O)C(=O)NCc1ccco1 | -3.1% | 12.6µM* | -20.1% | ? | -0.1% | -4.4% | -20.6% | 0.0%
Cc1cccc(CSCCNC(=O)CCSc2ccccc2)c1 | -1.1% | ? | -5.3% | -3.5% | -12.4% | 0.4% | -19.0% | -1.0%
N#C/C(=C\c1ccc(C(=O)O)cc1)S(=O)(=O)c1cc(Br)ccc1Br | -3.6% | ? | -5.7% | -5.1% | -5.5% | 1.2% | 2.2% | 6.3%
Fc1ccc(Cn2nnnc2C(c2cccs2)N2CCCCCC2)cc1 (stereo unspecified) | -8.7% | 7.94µM* | -13.0% | ? | -1.5% | -9.8% | -12.3% | 0.0%
Cc1ccc(S(=O)(=O)N/N=C\c2ccc([N+](=O)[O-])o2)cc1 | -3.1% | ? | 9.7% | 9.2%[46.1 µM] | 0.6% | 2.6% | -11.0% | ?
CO/N=C/c1cc([N+](=O)[O-])ccc1Sc1ccc(C)cc1 | 0.9% | -4.9% | ? | -1.4%[46.1 µM] | -1.2% | 2.7% | -18.3% | 0.0%
Oc1cccc(CN2CCCCC2)c1 | -5.4% | 3.8% | 0.7% | 9.1% | 1.8% | 3.1% | -5.8% | -0.1%
C=CCC1(CC=C)CCCN1C(=O)CC1C(=O)NCCN1Cc1cccc(OC)c1 (stereo unspecified) | 0.5% | 5.9% | 7.6% | 14.5% | 0.8% | 9.2% | -7.5% | 2.1%
CCOC(=O)c1c(CSc2ccc(C)cc2)n(C)c2cc(Br)c(O)c(CN(C)C)c12 | -15.6% | -13.1% | · | ? | -16.9% | ? | -24.4% | -0.2%
CN(C)c1ccc(CN(C(=O)COc2ccc(F)cc2)C2CCS(=O)(=O)C2)cc1 (stereo unspecified) | 1.7% | ? | 6.3% | -11.2%[46.1 µM] | 8.0% | ? | -10.7% | -1.1%
COCCCNC(=O)CCc1nc2cccnc2n1Cc1ccc(OC)cc1 | 0.7% | 12.7% | ? | -7.0%[46.1 µM] | -2.9% | 2.5% | 6.9% | -18.1%
COC(=O)COc1ccccc1C(=O)Nc1ccc(OC)cc1 | 2.9% | 2.6% | -1.8% | 6.8% | -2.9% | -2.0% | -5.6% | 1.5%
CN(Cc1nc(-c2ccncc2)no1)S(=O)(=O)c1ccc(Cl)cc1 | 3.6% | -2.4% | -0.7% | -6.6%[46.1 µM] | 13.7% | 4.9% | 4.2% | 0.0%
O=C(Nc1cccs1)Nc1ccccc1Cl | -2.4% | ? | -12.6% | -18.8%[46.1 µM] | -6.7% | ? | ? | 2.1%
COc1ccc(-n2c(C)nnc2SCC(=O)N2C(C)CCCC2C)cc1 (stereo unspecified) | -0.5% | ? | 5.1% | -12.0%[46.1 µM] | 3.7% | 1.6% | -1.5% | 1.8%
CC(O)c1nc2c(c(=O)n(C)c(=O)n2C)n1C (stereo unspecified) | -1.2% | · | · | -7.7%[7.67 µM] | -3.9% | 6.2% | -7.7% | -0.3%
CCC1(C)Cc2nc3sc(C(=O)O)c(N)c3cc2CO1 (stereo unspecified) | 0.4% | 22.4µM* | -3.8% | -6.6%[46.1 µM] | -4.4% | -20.2% | -10.8% | 2.6%
COc1cccc(C2CC(c3ccc(Cl)cc3Cl)Nc3nc(N)nn32)c1 (stereo unspecified) | -17.0% | 9.1% | -9.1% | -14.3%[46.1 µM] | -16.2% | 10.5% | -13.5% | -0.2%
O=C1CC(O)(c2ccccc2)C(c2ccccc2)=C1c1ccccc1 (stereo unspecified) | -8.9% | -4.4% | · | · | -1.7% | -10.6% | · | ·
N#Cc1c(/N=C/N2CCCC2)oc(-c2ccccc2)c1-c1ccccc1 | -3.6% | 7.94µM* | -11.1% | -19.3%[46.1 µM] | -0.1% | -5.6% | ? | 0.3%
CC1CCc2c(C(=O)NCC3CCCO3)csc2C1 (stereo unspecified) | -12.9% | ? | -1.1% | 29.5%[46.1 µM] | 18.8% | ? | -0.2% | -0.9%

Full records, quoted from the list. Order of values: GAA spleen mod	ALDH1A1 block	GAA inhib	NPSR antagonist	aGal spleen mod	GAA glycogen	Tau fluor counter	Epigenetic reg
Listed for Oc1cccc(CN2CCCCC2)c1 → -5.4%	3.8%	0.7%	9.1%	1.8%	3.1%	-5.8%	-0.1%
Listed for CCOC(=O)c1c(CSc2ccc(C)cc2)n(C)c2cc(Br)c(O)c(CN(C)C)c12 → -15.6%	-13.1%	·	?	-16.9%	?	-24.4%	-0.2%
Listed for C=CCC1(CC=C)CCCN1C(=O)CC1C(=O)NCCN1Cc1cccc(OC)c1 (stereo unspecified) → 0.5%	5.9%	7.6%	14.5%	0.8%	9.2%	-7.5%	2.1%
